Source: PubChem BioAssay
NALP1 inh: inhibitors of NALP1 inflammasome in yeast; 280,000 compounds, 0.61% hits; S. cerevisiae NALP1/ASC/caspase-1 growth, X-gal OD620, 72 h; AID 2071; inhibition, % at 10 µM; in the data active = inhibition mostly above about 24%, no sharp cut-off; inactive = mostly below about 32%; also: some compounds called inactive have numbers as strong as hits
MEKK3 PB1 HTS: MEKK3-MEK5 PB1 interaction, increase or decrease. Q99759. bead-based flow cytometry, Alexa488-MEK5 binding to MEKK3; actives lie on both sides; 0 = blocked by unlabeled MEK5, 100 = vehicle. binding response (% of control), % at 10 µM. 290,000 compounds, 1.4% hits. AID 1529;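 active = binding response more than 3 SD above or below the average of its plate-row segment, actives on both sides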;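 also: Alexa488 bead fluorescence after subtracting the streptavidin-only scavenger bead signal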
GPR7 antag: antagonists of human GPR7 (neuropeptides B/W receptor 1); 290,000 compounds, 1.1% hits; GPR7-expressing cells, fluorescence antagonist assay; P48145; inhibition, % at 4.4 µM; in the data active = inhibition above about 16%, passing the limit was not always enough;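 also: cells stimulated with the agonist NPW; 0% = agonist with vehicle and 100% = vehicle without agonist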
Target sequence (P48145 whole entry, looked up): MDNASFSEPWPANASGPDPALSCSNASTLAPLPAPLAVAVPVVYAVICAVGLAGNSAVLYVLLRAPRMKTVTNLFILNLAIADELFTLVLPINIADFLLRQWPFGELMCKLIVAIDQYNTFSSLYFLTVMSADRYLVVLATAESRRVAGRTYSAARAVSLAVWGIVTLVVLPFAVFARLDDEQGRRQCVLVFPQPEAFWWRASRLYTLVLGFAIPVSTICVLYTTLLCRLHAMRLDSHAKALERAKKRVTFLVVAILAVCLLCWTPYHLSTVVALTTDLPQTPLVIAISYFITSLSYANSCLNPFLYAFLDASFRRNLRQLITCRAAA
OXTR ag: activates the human oxytocin receptor; P30559; CHO-OTR cells, Fluo-8 calcium fluorescence; normalized: DMSO 0%, oxytocin 100%; activation, % at 3 µM; 320,000 compounds, 0.32% hits; AID 2435;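 active = activation above the mean of all tested compounds plus 3 SD, cutoff set per screening run, cut at about 20% in these data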;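 also: peak over basal fluorescence ratio from a 100 s FLIPR kinetic read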
Target sequence (P30559 whole entry, looked up): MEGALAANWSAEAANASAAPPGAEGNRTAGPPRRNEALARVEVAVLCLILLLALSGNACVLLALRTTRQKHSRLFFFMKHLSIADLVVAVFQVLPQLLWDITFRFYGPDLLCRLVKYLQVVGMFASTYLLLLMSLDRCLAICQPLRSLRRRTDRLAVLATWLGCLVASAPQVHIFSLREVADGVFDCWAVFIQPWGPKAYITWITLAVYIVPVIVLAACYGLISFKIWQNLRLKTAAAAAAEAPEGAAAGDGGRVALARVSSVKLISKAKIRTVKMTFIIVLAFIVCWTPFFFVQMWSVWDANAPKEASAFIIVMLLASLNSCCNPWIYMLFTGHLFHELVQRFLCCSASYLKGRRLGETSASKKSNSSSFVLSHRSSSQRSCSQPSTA
MEKK2 mut-MEK5: signal of MEK5 binding to mutant human MEKK2 PB1 domain; bead flow cytometry, Alexa488-MEK5 binding to MEKK2 mutant; percent response, % at 10 µM; 290,000 compounds, 0.35% hits; AID 1530; in the data active = percent response above about 24%, passing the limit was not always enough; also: inactives centre near 1; some results filed as inactive read as strong as hits; reference of the scale not given here
MEKK2wt PB1 HTS: raises or lowers MEK5 binding to wildtype human MEKK2 PB1 domain | bead flow cytometry, Alexa488-MEK5 binding to MEKK2 WT; actives lie on both sides | binding response (% of control), % at 10 µM | 290,000 compounds, 1.1% hits | AID 1531; in the data active = binding response below about 67% or above about 130%
DNA FID counter: fluorescent intercalator displacement, NS3 helicase counter-screen; DNA fluorescent intercalator displacement, fluorescence; inhibition, % at 7.9 µM; AID 1845; 290,000 compounds, 0.17% hits; in the data active = inhibition above about 37%;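 also: 0% = vehicle and 100% = reference compound; higher means more ethidium bromide displaced from hairpin DNA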
PHOSPHO1 inh: PHOSPHO1 (human) inhibition; 290,000 compounds, 1.1% hits; AID 1565; inhibition, % at 13.3 µM; recombinant PHOSPHO1, absorbance phosphatase assay; in the data active = inhibition above about 60%
Target sequence (Q8TCT1 whole entry, looked up): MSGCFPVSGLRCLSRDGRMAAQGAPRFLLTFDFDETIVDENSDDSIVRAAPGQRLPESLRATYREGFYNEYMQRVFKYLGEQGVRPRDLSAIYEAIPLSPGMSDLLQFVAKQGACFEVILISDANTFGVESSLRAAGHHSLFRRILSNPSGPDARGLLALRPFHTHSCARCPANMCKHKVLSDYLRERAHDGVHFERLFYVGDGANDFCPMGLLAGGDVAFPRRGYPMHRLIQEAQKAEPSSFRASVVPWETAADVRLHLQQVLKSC
PfM18AAP inh: PfM18AAP enzyme inhibition; 290,000 compounds, 1.2% hits; inhibition, % at 7.35 µM; recombinant PfM18AAP, H-Glu-NHMec fluorogenic cleavage; AID 1822;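 active = inhibition above the campaign mean inhibition over all tested compounds plus 3 SD, cut at about 28% in these data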;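 also: 0% = plate median of test compound wells and 100% = 2 mM ZnCl2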
Numbers without * were called inactive; · = no result given.

SMILES	NALP1 inh	MEKK3 PB1 HTS	GPR7 antag	OXTR ag	MEKK2 mut-MEK5	MEKK2wt PB1 HTS	DNA FID counter	PHOSPHO1 inh	PfM18AAP inh
O=C(O)CC(NC(=O)C12CC3CC(CC(C3)C1)C2)c1cc([N+](=O)[O-])ccc1Cl (stereo not given)	10	98	-7	-0.3	-8	96	-19	8	-2
CC(=O)Nc1c2c(nn1-c1cccc(Cl)c1)CS(=O)(=O)C2	2	97	0	-1.3	-1	94	-4	27	4
CC1(C(=O)O)Cc2ccccc2C(=O)O1 (stereo not given)	-2	99	-6	0.8	1	99	2	2	3
COC(=O)N/N=C/c1cn(Cc2c(Cl)cccc2Cl)c2ccccc12	22	98	2	-0.9	-8	110	-10	-16	0
COc1cc(NC(=O)CN2C(=O)C(c3ccccc3)=NC2(C)C)cc(OC)c1	-3	105	-5	1.0	6	105	-3	45	3
Cc1ccc(NC(=O)N(CCC#N)Cc2ccccc2)cc1	7	73	-11	-0.9	-37	79	-4	28	-9
COc1ccc(S(=O)(=O)Nc2cccc(-c3ccc(N4CCCCCC4)nn3)c2)cc1OC	22	103	-20	-1.1	0	101	-32	18	-12
Cc1nn(CCOc2ccccc2Cl)c(C)c1[N+](=O)[O-]	2	108	-12	1.2	5	103	-5	23	-4
Cc1ccc(Nc2c([N+](=O)[O-])ccc3nonc23)cc1C	4	104	-14	-2.0	5	103	6	33	2
COc1ccc(NC(=O)CSc2nnc(CCC(=O)O)c(=O)n2N)cc1	-11	106	3	-0.4	-1	106	-20	32	-52
Cc1nc2c(c(=O)c3ccccc3n2C)c(=O)n1-c1ccccc1	-12	97	-18	-1.1	-9	104	-12	37	6
Cc1ccc(NC(=O)c2ccccc2N2C(=O)C3C4C=CC(C5CC45)C3C2=O)cc1C (stereo not given)	21	104	-3	1.1	6	99	-40	38	-16
O=C(CCNS(=O)(=O)c1ccc2[nH]c(=O)oc2c1)Nc1cccc(Br)c1	10	103	6	-0.9	8	105	4	20	-2
CCCCNC(=O)CS(=O)Cc1nc(-c2cccc(Cl)c2)oc1C (stereo not given)	-8	106	-10	-0.9	9	105	-29	19	-3
O=C(COC(=O)c1c(F)cccc1F)c1ccc[nH]1	7	87	-15	0.3	-23	90	-5	-4	2
O=C(Nc1nc(-c2ccccc2)cs1)c1ccc2c(=O)n3c(nc2c1)CCCCC3	20	101	-13	2.2	2	100	-3	-19	0
CCCc1nnc(NC(=O)CCN2C(=O)c3ccccc3C2=O)s1	-5	102	-8	-0.1	2	105	-2	1	-8
CC1CC(=O)N(c2ccc(NCc3ccccc3Cl)c([N+](=O)[O-])c2)C1=O (stereo not given)	22	100	1	3.8	-2	100	-1	3	1
COc1cccc(C2CC(c3cccs3)=NN2C(=O)c2ccco2)c1O (stereo not given)	15	97	-11	12	2	91	-35	2	8
Cc1ccc(C(O)c2nc3ccccc3n2C)cc1 (stereo not given)	5	105	-2	·	8	107	-12	41	-1

Rewritten with values under each structure: part of the list above.
Each structure is followed by: NALP1 inh	MEKK3 PB1 HTS	GPR7 antag	OXTR ag	MEKK2 mut-MEK5	MEKK2wt PB1 HTS	DNA FID counter	PHOSPHO1 inh	PfM18AAP inh
> COc1ccc(S(=O)(=O)Nc2cccc(-c3ccc(N4CCCCCC4)nn3)c2)cc1OC
  22	103	-20	-1.1	0	101	-32	18	-12
> COc1cccc(C2CC(c3cccs3)=NN2C(=O)c2ccco2)c1O (stereo not given)
  15	97	-11	12	2	91	-35	2	8

(continued)
SMILES	NALP1 inh	MEKK3 PB1 HTS	GPR7 antag	OXTR ag	MEKK2 mut-MEK5	MEKK2wt PB1 HTS	DNA FID counter	PHOSPHO1 inh	PfM18AAP inh
S=C(NC12CC3CC(CC(C3)C1)C2)N1CCCC1	33	98	-5	-1.9	-1	98	-6	14	5
COc1ccccc1NC(=O)c1ccc2c(O)c(S(=O)(=O)c3ccccc3)c(=O)[nH]c2c1	-1	100	-2	-0.1	5	101	-40	26	1
CCN(CC(=O)NC(C)C)C(=O)C(CCSC)NC(=O)c1cccc(C)c1 (stereo not given)	-4	98	1	-0.5	1	99	-14	4	-1
COc1ccc(S(=O)(=O)Cc2ccc(C(=O)N3CCN(c4ccc(Cl)cc4)CC3)o2)cc1	-2	98	11	7.6	2	103	-29	11	-2
CCCn1nnc(NC(=O)c2ccc(-c3cccc(Cl)c3)o2)n1	3	100	-4	0.8	-2	97	-26	27	0
COc1cc(NC(=O)NCC2CCN(Cc3ccccc3Cl)CC2)cc(OC)c1OC	27	98	27	1.4	0	102	11	33	-4
CCO[C@@H]1OC(C(=O)N2CCOCC2)=C[C@H](c2ccc(C(F)(F)F)cc2)[C@H]1CCCO	-4	90	-14	0.1	5	106	-31	22	1
COc1ccc(/C=C/C(=O)c2ccccc2)cc1COc1ccccc1F	8	93	14	4.0	-10	94	-3	40	2
COc1ccc(C(=O)Nc2cc(C)on2)cc1	11	100	-1	0.8	-1	100	2	-1	-1
Cn1cc([N+](=O)[O-])c(C(=O)Nc2cc(Oc3cccnc3)cc([N+](=O)[O-])c2)n1	13	102	0	3.9	7	102	10	26	5
CCOc1ccc2nc(SC3CC(=O)N(c4cccc(OC)c4)C3=O)sc2c1 (stereo not given)	85	101	-11	-0.8	-1	103	-49	1	-31
COc1cccc(/C(C)=N/Nc2ncc(Cl)cc2Cl)c1	·	135*	-13	-2.3	0	107	-3	9	13
O=c1[nH]c2cc3c(cc2cc1CN(Cc1nnnn1CC1CCCO1)C1CCCC1)OCO3 (stereo not given)	14	·	-11	0.6	·	·	-5	8	-6
O=C(CSc1nc2ccccc2[nH]1)Nc1ccc(F)c(F)c1	·	107	-4	4.1	5	104	1	-20	1
Cc1cc(C)c2c(CC(=O)NN(C)C)coc2c1	1	106	-15	-1.9	8	105	-6	34	3
Cc1cc(=O)oc2c3c4c(cc12)OCCN4CCC3	30	93	-8	-1.8	-4	95	1	-19	6
COc1ccccc1C(C)NC(=O)c1cc(=O)[nH]c2ccccc12 (stereo not given)	27	102	-8	-0.3	-4	100	-3	-1	4
O=C(NCc1ccncc1)c1ccc(N2CCCC2)c([N+](=O)[O-])c1	12	88	-4	4.7	-1	89	0	10	3
O=C(COC(=O)c1ccc2ccccc2c1)NCCCc1ccccc1	15	100	3	1.2	15	103	-18	-6	0
Cc1ccc(N(C(=O)c2csnn2)C(C(=O)NC(C)(C)C)c2cccnc2)cc1C (stereo not given)	5	101	-6	0.2	-2	97	-11	41	1

The closing 4 entries of the section before open the next one:
SMILES	NALP1 inh	MEKK3 PB1 HTS	GPR7 antag	OXTR ag	MEKK2 mut-MEK5	MEKK2wt PB1 HTS	DNA FID counter	PHOSPHO1 inh	PfM18AAP inh
COc1ccccc1C(C)NC(=O)c1cc(=O)[nH]c2ccccc12 (stereo not given)	27	102	-8	-0.3	-4	100	-3	-1	4
O=C(NCc1ccncc1)c1ccc(N2CCCC2)c([N+](=O)[O-])c1	12	88	-4	4.7	-1	89	0	10	3
O=C(COC(=O)c1ccc2ccccc2c1)NCCCc1ccccc1	15	100	3	1.2	15	103	-18	-6	0
Cc1ccc(N(C(=O)c2csnn2)C(C(=O)NC(C)(C)C)c2cccnc2)cc1C (stereo not given)	5	101	-6	0.2	-2	97	-11	41	1
CCN(CC)S(=O)(=O)c1cccc(C(=O)c2c(C)cc3ccccn23)c1	30	101	-6	·	0	102	-32	-2	0
COC(=O)c1ccccc1-c1cn(C)c2ccccc2c1=O	3	107	-5	-1.1	6	105	-16	31	4
CC(C)Cn1nc(NC(=O)C(C)(C)C)c2cc3ccccc3nc21	-8	100	-13	-2.9	0	96	-19	10	0
CN[C@H]1CCc2cc(OC)c(OC)c(OC)c2-c2ccc(N(C)CC(OC)OC)c(=O)cc21	5	99	3	0.3	0	96	-5	36	13
CCOc1ccc2ncc(S(=O)(=O)c3ccccc3)c(N3CCN(c4ccc(OC)cc4)CC3)c2c1	30	100	-6	-0.5	-1	102	-1	-6	6
COc1cc(S(=O)(=O)N(CCc2ccccc2)Cc2cccs2)ccc1-n1cnnn1	5	97	-1	2.1	2	99	0	11	2
CNC(=S)N(CCc1c(C)[nH]c2ccc(C)cc12)Cc1ccco1	18	98	4	1.6	-3	102	-7	-9	2
O=CN1CCN(C(=O)c2ccccc2Cl)CC1	4	·	-6	0.9	·	·	-1	7	3
COc1ccc(/C=N/n2c(=O)[nH]c3c([nH]c4ccc(Br)cc43)c2=O)cc1CN1CCOCC1	-12	106	8	-1.0	5	112	0	1	-1
COc1ccccc1-c1cc(C(=O)N2CCN(S(=O)(=O)c3ccc(C)cc3)CC2)[nH]n1	12	96	-12	4.9	-3	96	-47	23	0
CCOC(=O)c1[nH]c(C)c(C(=O)NCc2ccc(OC)cc2)c1C	3	98	2	1.1	0	98	-10	-9	-1
CN=c1scc(C)n1/N=C/c1ccc(O)c(O)c1O	8	89	-10	-0.4	-8	92	9	44	47*
Cn1ncc([N+](=O)[O-])c1C(=O)Nc1ccc(-c2ccccc2)cc1	26	98	-7	-0.6	1	100	10	5	6
COc1ccc(NC(=S)NCc2ccc3c(c2)cc(C)n3C)cc1	34	106	-14	1.9	-3	100	-10	-9	-2
CC(=O)Nc1ccc(NC(=O)CSc2nnc(NC(=O)c3cccc(F)c3)s2)cc1	5	102	1	0.1	5	107	-4	33	2
COCCCNc1ncnc2c1cnn2-c1ccc(C)cc1C	16	107	20	-0.1	5	110	-15	39	-57
CC1CCCN(S(=O)(=O)c2ccc([N+](=O)[O-])cc2)C1 (stereo not given)	11	96	-12	·	1	95	-1	20	-4
COc1ccc(C(CCN2CCCC(C)C2)c2c(OC)cc(OC)c3c2OC(=O)CC3c2cc(OC)c(OC)c(OC)c2)cc1 (stereo not given)	10	114	·	1.0	14	145*	·	18	·
CCOC(=S)SCC(=O)N1CCc2cc(OC)ccc2C1C1C(=O)CCCC1=O (stereo not given)	14	100	-1	-1.2	16	83	-6	-3	-2
Cc1ccc(-c2nsc(SCC(=O)NCC3CCCO3)n2)cc1 (stereo not given)	9	98	-5	2.6	-9	93	-16	-10	-4
Cc1ccc(NC(=O)C2CC(=O)N(c3ccc4c5c(cccc35)CC4)C2)cc1 (stereo not given)	7	105	-1	-1.4	2	103	-29	9	-13
COc1c(CC=C(C)C)cc(C2CC(=O)c3c(O)cc(O)cc3O2)c(CC=C(C)C)c1O (stereo not given)	·	101	·	-0.2	0	96	·	·	·
CCOC(=O)c1cnn(-c2ccccc2)c1NC(=O)c1ccccc1	13	100	-3	0.7	3	104	-9	-6	2
Oc1c(Br)cc(Br)cc1/C=N/N1CCN(Cc2ccccc2)CC1	18	126	2	-0.1	1	107	3	2	-12
O=C(COC(=O)COc1ccc(Nc2ccccc2)cc1)NCc1ccco1	8	101	-8	7.7	7	106	-10	9	22
CCOc1cc(NC(=O)C2CCCCC2)c(OCC)cc1NC(=O)c1ccco1	-1	105	-12	-0.2	2	107	-1	26	-12
Oc1ccc(Cl)cc1-c1cc(-c2ccccc2)n[nH]1	14	96	-12	-0.7	-4	98	5	-10	1
Cc1cccc(N(C(=O)c2snc(C(N)=O)c2N)C(C(=O)NCc2ccccc2)c2ccncc2)c1 (stereo not given)	12	99	-6	-1.5	0	99	-26	10	-3
Fc1cccc(Cl)c1-c1nnc2ccc(N3CCOCC3)nn12	-8	97	-3	1.3	-4	98	-6	-2	-7
CC(C)C(CCN1C(=O)c2ccccc2C1=O)c1ccco1 (stereo not given)	4	87	1	-2.1	-9	82	-15	-9	7
COc1ccc2cc(C(=O)NCc3ccccc3)c(=O)oc2c1	21	101	34*	-0.2	0	104	-10	·	5
C/C(CS(=O)(=O)c1ccc(Cl)cc1)=N/NC(N)=S	0	100	4	0.2	-9	92	-2	3	3
COc1cc(/C=N/O)ccc1Oc1ccc([N+](=O)[O-])cc1[N+](=O)[O-]	5	104	-4	0.2	-4	96	8	5	7
C/C(=N\NC(=O)c1c(-c2ccccc2Cl)noc1C)c1cccc(NC(=O)C(C)C)c1	21	103	-6	-0.6	2	104	-18	9	-5

Hits appear at their usual frequency. Share with any hit: about 6.2%.
